# PERK inh = inhibitors of human PERK kinase; CHO PERK-DD fusion, SEAP luminescence translation reporter; inhibition, % at 5.6 µM; actives 0.17% (n = 220,000); AID 1416;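 active means inhibition above the mean inhibition of all tested compounds plus 3 SD, set separately per screening campaign, cut at about 2.9% in these data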;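 further: PERK kinase domain activated by AP20187 dimerizer at 100 nM; 0% = DMSO with dimerizer and 100% = rapamycin at 8.4 µM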
# Target sequence (Q9NZJ5 whole entry, looked up, the tested form may be a part): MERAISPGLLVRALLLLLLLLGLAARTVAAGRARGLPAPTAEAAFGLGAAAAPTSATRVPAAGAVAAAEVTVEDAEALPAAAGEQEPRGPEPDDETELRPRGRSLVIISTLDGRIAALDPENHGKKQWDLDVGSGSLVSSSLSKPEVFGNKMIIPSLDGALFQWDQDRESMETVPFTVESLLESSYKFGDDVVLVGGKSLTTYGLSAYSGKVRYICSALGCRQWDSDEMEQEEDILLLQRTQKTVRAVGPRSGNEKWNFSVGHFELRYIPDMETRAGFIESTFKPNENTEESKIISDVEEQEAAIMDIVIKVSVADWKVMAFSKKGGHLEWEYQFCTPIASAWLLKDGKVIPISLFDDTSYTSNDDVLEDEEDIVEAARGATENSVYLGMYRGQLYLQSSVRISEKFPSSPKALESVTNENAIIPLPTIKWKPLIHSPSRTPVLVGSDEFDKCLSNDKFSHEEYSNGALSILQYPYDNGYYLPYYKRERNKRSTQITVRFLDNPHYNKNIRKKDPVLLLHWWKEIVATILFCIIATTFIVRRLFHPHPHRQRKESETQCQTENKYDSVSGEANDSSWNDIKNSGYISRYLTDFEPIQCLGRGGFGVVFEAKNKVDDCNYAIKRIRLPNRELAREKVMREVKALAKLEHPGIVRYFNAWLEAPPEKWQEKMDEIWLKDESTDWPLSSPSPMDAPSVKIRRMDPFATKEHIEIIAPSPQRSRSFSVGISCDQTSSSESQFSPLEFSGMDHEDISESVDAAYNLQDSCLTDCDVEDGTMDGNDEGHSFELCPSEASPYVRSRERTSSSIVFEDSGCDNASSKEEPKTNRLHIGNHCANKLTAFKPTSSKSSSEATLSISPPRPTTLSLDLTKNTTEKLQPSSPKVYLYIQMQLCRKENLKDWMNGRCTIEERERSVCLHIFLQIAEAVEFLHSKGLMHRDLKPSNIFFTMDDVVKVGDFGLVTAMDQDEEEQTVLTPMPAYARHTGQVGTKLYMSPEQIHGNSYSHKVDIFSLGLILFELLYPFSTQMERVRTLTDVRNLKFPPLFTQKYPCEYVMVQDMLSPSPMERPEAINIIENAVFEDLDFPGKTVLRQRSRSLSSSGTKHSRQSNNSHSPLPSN
# Rad51 HR inh = Rad51 (human) homologous recombination inhibition. hRad51 DNA strand exchange, fluorescence dequenching. Q06609. inhibition, % at 10 µM. actives 0.085% (n = 200,000);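 active means inhibition above 40% at the single screening dose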;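 further: 0% = DMSO control wells and 100% = blanks with heterologous ssDNA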
#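 Read-out basis: percent inhibition relative to plate controls and blanks / Assay system: human Rad51 nucleoprotein filaments preassembled on unlabelled ssDNA / Timing: filaments 15 min 37 °C, then compound 30 min / Control set: per-plate controls and blanks / Technique: fluorescence dequenching at 485/520 nm / Compound: 10 µM final, single point / Also added: Fluorescein- and BHQ1-tagged 47-mer duplex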
# Thrombin inh = thrombin (human) inhibition; P00734; actives 0.26% (n = 220,000); alpha-thrombin, Boc-VPR-AMC fluorogenic substrate cleavage; inhibition, % at 5 µM;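 active means inhibition at or above 40%; inactive means inhibition below 40%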;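 further: 0% = enzyme with no compound and 100% = wells without enzyme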
#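 Assay system: human alpha-thrombin enzyme. Reagent: Boc-VPR-AMC substrate, 15 µM final. Compound dosing: one concentration per compound, 5 µM, with 0.2% DMSO. Incubation: room-temperature reaction. Technique: AMC fluorescence, 355/460 nm. Measure: % inhibition relative to enzyme controls and enzyme-free blanks.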
# FXIIa inh 1536 = blocks human coagulation factor XIIa protease activity. P00748. purified FXIIa, Boc-QGR-AMC fluorogenic substrate, 2 h. inhibition, % at 5 µM. actives 0.3% (n = 220,000); in the data active means inhibition above about 40%;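 further: 0% = enzyme with no compound and 100% = blank without enzyme; many of its hits are not listed in these tables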
# FXIa inh 1536 = inhibitors of human coagulation factor XIa; actives 0.14% (n = 220,000); P03951; inhibition, % at 5 µM; purified FXIa, Boc-Glu-Ala-Arg-AMC fluorogenic substrate;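 active means inhibition of at least 40%; inactive means inhibition below 40%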;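 further: fluorescence of freed AMC excited at 355 nm; 0% = enzyme without compound and 100% = no enzyme blank; many of its hits are not listed in these tables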
# m-calpain inh = blocks pig calpain II enzyme activity; purified calpain II, fluorogenic peptide substrate, 30 min; inhibition, % at 16 µM; actives 0.37% (n = 220,000);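 active means inhibition above about 50%, limit read from the data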
# Cl transport mod = KCC2 (human) Cl- transport modulation; actives 2.2% (n = 190,000); B-score of Tl+ flux slope (higher = more flux/activation; lower = inhibition) at 10 µM; AID 1456; Q9H2X9; KCC2 cells, thallium flux FluoZin-2 fluorescence;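 active means thallium flux slope and its plate-corrected score both differing from the plate sample mean at a set confidence after two filtering rounds, in either direction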;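 further: slope of fluorescence scaled to starting intensity during 10 to 20 s after thallium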
# Furin inhibitor = blocks human furin protease activity | inhibition, % at 30 µM | purified furin, fluorogenic substrate cleavage | actives 0.061% (n = 220,000) | P09958; in the data active means inhibition above about 25%; further: inactives centre near -15
# hK5 inh = blocks human kallikrein 5 protease activity; recombinant hK5, fluorogenic AMC substrate cleavage; actives 0.59% (n = 210,000); Q9Y337; inhibition, % at 5 µM;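 active means inhibition of 40% or more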;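 further: 0% = enzyme controls without compound and 100% = no-enzyme blanks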
# Numbers without * were called inactive; x = no result given; [ ] = remark or other dose.
Molecule	m-calpain inh	Rad51 HR inh	FXIIa inh 1536	hK5 inh	FXIa inh 1536	PERK inh	Furin inhibitor	Thrombin inh	Cl transport mod
Cc1nn(-c2ccccn2)c2c1-c1nc(N3CCOCC3)ncc1CC2	-436	3	-18	-5	-7	0.3	-29[20 µM]	-12	-0.14
CN(NS(=O)(=O)c1ccc(F)cc1)c1ncc(C(F)(F)F)cc1Cl	-22	1	10	0	2	0.9	-45	1	-0.36
CC(=O)Nc1ccc(S(=O)(=O)NC2(C(F)(F)F)NC(=O)N(C3CCCC3)C2=O)cc1 (stereo not drawn)	14	1	-3	-1	-11	1.0	-32[20 µM]	-5	0.047
CCOC(=O)C1=C(C)N(C)C(=S)NC1c1ccc(Cl)cc1Cl (stereo not drawn)	4	9	5	-8	11	-0.2	-18	-2	-0.26
Cc1cccc[n+]1CC(=O)Nc1ccc([N+](=O)[O-])cc1Cl	-9	0	9	-27	-5	0.7	-18[20 µM]	-5	x
O=C(CC1c2ccccc2Oc2ccccc21)Nc1ccccc1F	4	-9	9	-7	7	0.1	0	-5	0.1
CC(C)(C)OC(=O)NCCCCCc1nnc(SCc2ccccc2)o1	34	11	7	2	2	-2.1	-11	0	-1.6
c1ccc(-c2ccc(-c3ccccn3)nn2)nc1	8	x	14	-16	5	-0.2	-17	2	-0.015
Cc1ccc(C(=O)O)cc1NC(=O)CN1C(=O)C2C3c4ccccc4C(Br)(c4ccccc43)C2C1=O (stereo not drawn)	-20	17	9	-13	-20	1.8	-13	1	-0.37
COC(=O)c1ccc2[nH]c(C)c(CN3CCCC3)c(=O)c2c1	-59	-5	7	-49	-6	0.5	-30	-1	0.24
O=C(Nc1ccccc1N1CCN(C(=O)c2ccc(Cl)cc2)CC1)c1cc(Br)ccc1Cl	-93	-4	11	-15	0	-0.7	-20[20 µM]	-1	-0.0057
CCOc1ccc(CN2CCN(Cc3cnn(CC)c3C)CC2CCO)cc1 (stereo not drawn)	7	13	0	-4	-6	0.9	-9	-14	0.27
CCOc1ccc(CNC(=O)CCn2c(=O)oc3ccccc32)cc1	-22	2	6	-11	-5	0.2	-20	-2	-0.12
CCn1cc(C(=O)NCc2ccco2)c2cc(OC)c(OC)cc2c1=O	18	0	4	10	9	-0.6	-18[20 µM]	-1	0.28
NS(=O)(=O)c1ccc(NC(=O)COC(=O)c2ccc(Cl)nc2)cc1	-23	-1	3	-3	-4	-0.4	-28	-5	0.58
CC(C)CN1C(=O)c2ccc(NC(=O)c3cccs3)cc2C1=O	-250	-4	-6	-24	-8	-0.5	-5[20 µM]	-4	0.4
O=c1cc(N2CCCC2)c2ccccc2o1	-32	3	9	3	-2	0.3	-35	-6	0.2
CCNc1nc(NCC)n2c(SCC(=O)Nc3ccc(F)cc3[N+](=O)[O-])nnc2n1	0	18	4	-4	-2	1.3	-14	6	-1.3
CN(C)c1ccc(S(=O)(=O)NCC(=O)OCC(=O)Nc2cc(Cl)cc(Cl)c2)cc1[N+](=O)[O-]	41	-7	8	-3	2	0.8	-25	-2	-2.7
O=C(Nc1ccc(N2CCCCC2)cc1)c1cc([N+](=O)[O-])cc([N+](=O)[O-])c1	14	-4	11	5	1	0.2	-17	-4	x
O=C(c1cccs1)n1nc(NCc2ccccc2)nc1NCc1ccccc1	10	20	5	-6	4	0.2	-21	-4	0.072
O=C(Nc1ccc(C2CC2(Cl)Cl)cc1)c1ccccc1Br (stereo not drawn)	24	9	2	-17	6	0.9	12	-7	-0.95
Nc1nc2c(C(=O)N3CCOCC3)nnn2c2ccccc12	-322	18	10	3	10	2.5	-48	1	x
CCOC(CNc1c([N+](=O)[O-])c(=O)n(C)c(=O)n1C)OCC	-1	4	3	-9	6	1.5	-7	1	0.029
CC(C)NC(=O)CCn1nc(-c2ccc(Cl)cc2)c2ccccc2c1=O	0	3	9	7	-5	0.0	-18	-1	x

# Some of these compounds in order of their number in hK5 inh, largest number first.
Structure | m-calpain inh | Rad51 HR inh | FXIIa inh 1536 | hK5 inh | FXIa inh 1536 | PERK inh | Furin inhibitor | Thrombin inh | Cl transport mod
CCOc1ccc(CN2CCN(Cc3cnn(CC)c3C)CC2CCO)cc1 (stereo not drawn) | 7 | 13 | 0 | -4 | -6 | 0.9 | -9 | -14 | 0.27
O=C(CC1c2ccccc2Oc2ccccc21)Nc1ccccc1F | 4 | -9 | 9 | -7 | 7 | 0.1 | 0 | -5 | 0.1
CCOc1ccc(CNC(=O)CCn2c(=O)oc3ccccc32)cc1 | -22 | 2 | 6 | -11 | -5 | 0.2 | -20 | -2 | -0.12

# Continued.
Molecule	m-calpain inh	Rad51 HR inh	FXIIa inh 1536	hK5 inh	FXIa inh 1536	PERK inh	Furin inhibitor	Thrombin inh	Cl transport mod
CC(=NCCCNC1CCCCC1)C1=C(O)CC(C)(C)CC1=O	15	6	16	-14	3	1.1	-33[20 µM]	-2	0.0066
O=C(NC1CCCC1)c1csc2c1CCCC2	-21	-3	8	-3	0	-0.9	-26	1	-0.011
CCn1c(SCC(=O)N2CCCC2)nnc1-c1ccc(S(=O)(=O)N2CCCCCC2)cc1	-21	-5	10	1	3	-1.4	2	-1	x
Nc1cc(N)nc(SCC(=O)Nc2ccccc2)n1	-3	-2	18	-1	8	0.8	-16[20 µM]	2	-0.45
CN(c1ccc(OCC(=O)OCC(=O)Nc2ccccc2)cc1)S(=O)(=O)c1ccc(F)cc1	25	3	4	-14	5	2.0	-8	-7	0.59
COc1ccc(Cl)cc1-c1nc(SCC(=O)NC(C)C(C)C)n[nH]1 (stereo not drawn)	-5	3	3	-15	-1	0.0	-18	3	0.23
CC(C)CC[n+]1ccn(-c2nc3ccccc3nc2[N-]S(=O)(=O)c2ccc(Cl)cc2)c1	-82	-11	2	-2	-2	-0.7	-16	-3	-0.35
CCOC(=O)Nc1sc2c(c1C#N)CCCC2	7	4	11	2	7	-0.4	-10[20 µM]	-2	-0.37
COc1ccccc1C1CC(=O)n2c(nc(-c3ccccc3)c2-c2ccccc2)S1 (stereo not drawn)	-100	-10	17	-25	6	0.6	-17	4	0.86
Cc1cccc(-c2noc(CN(C(=O)c3ccc4c(c3)OCO4)C(C)C)n2)c1	21	-7	27	-4	15	0.6	-19[20 µM]	-3	x
COC(=O)c1cccc(S(=O)(=O)N2CCC(NC(=O)Nc3cccc(F)c3)CC2)c1	6	-2	10	-15	3	-0.2	-33	-16	0.84
CCOC(=O)c1ccc(NCn2c(=O)oc3ccccc32)cc1	7	-42	10	-20	5	0.9	-21	-4	-0.16
O=C1CCCN2N=C(SCC(=O)Nc3nc4ccccc4s3)SC2=N1	-17	28	9	-2	-5	-0.3	-21	6	0.59
CCN(CC)CCCN(C(=O)c1ccco1)c1nc(-c2ccc(C)cc2)cs1	-25	-2	2	0	-3	-0.2	-26	-8	0.6
Cc1cc2ncc(-c3ccc(Cl)cc3)cn2n1	-23	3	0	-4	-5	0.5	-7	-15	0.35
COc1ccccc1NC(=O)c1ccc(NS(C)(=O)=O)cc1	1	5	-3	0	-4	0.8	-28[20 µM]	-9	-0.9
NC(=O)NC(=O)CSc1ccccc1	-4	-8	12	3	1	-0.4	-25	1	-0.54
CN(c1ccccc1C(=O)NC1CC2CCC1C2)S(=O)(=O)c1ccccc1 (stereo not drawn)	-11	x	16	0	9	-0.1	-6	5	-0.28
CC(C)(C)c1ccc(C(=O)CS(=O)(=O)c2ccccc2)cc1	-18	0	9	-16	4	0.7	-7[20 µM]	2	x
Cc1ccc(OCCCn2ccnc2)c([N+](=O)[O-])c1	21	6	17	-13	-2	0.7	-4	-7	-0.16
O=C(Cc1cccs1)Nc1nnc(SCc2ccc(Br)cc2)s1	-24	-7	15	-16	6	1.9	-5	0	0.52
CC(Sc1nc(-c2ccco2)nc2c1c(=O)n(C)c(=O)n2C)C(=O)O (stereo not drawn)	-14	x	5	1	-2	-0.7	-1	-4	0.66
NC(=O)C1CCN(C2CC(=O)N(Cc3cccs3)C2=O)CC1 (stereo not drawn)	11	-2	18	-22	-2	-1.5	-15[20 µM]	3	x
COC(=O)c1ccc(Oc2ccc3nnc(C)n3n2)cc1	-5	9	7	-5	1	-0.7	-26	-9	x
S=C(NCc1ccco1)NC1CCCc2ccccc21 (stereo not drawn)	38	12	4	-14	1	0.1	-1	-3	-1.5
Cc1ccc(C(=O)Oc2csc(=S)n2C(=O)c2ccc(C)cc2)cc1	9	2	20	9	7	1.4	-14[20 µM]	7	2.2
O=C(O)COc1ccc(-c2nccc(-c3ccccn3)n2)cc1	2	0	3	1	-3	1.2	-23	-1	-0.26
COC(=O)CCCNc1ncccc1[N+](=O)[O-]	-10	16	7	-4	-1	0.6	-32	2	1.4
CC12CN(C(=O)c3ccccc3)C3(C#N)CC1CCC23C (stereo not drawn)	15	x	6	-2	-5	0.4	-23[20 µM]	15	0.3
Cc1cc(N2CCOCC2)nc2ccc(NC(=O)CCC(=O)N3CCCCC3)cc12	-401	-4	4	-2	-1	0.8	-21	-7	1.7
O=C(Nc1cccc(S(=O)(=O)N2CCOCC2)c1)c1cn(-c2ccccc2)nc1-c1ccc(F)cc1	14	4	3	-16	3	1.5	-10	-11	0.42
O=C(c1ccc2ccccc2c1)C1CCCN(C(=O)c2cnccn2)C1 (stereo not drawn)	0	-3	3	-2	-3	-1.1	-16	-4	0.35
O=C(Nc1nccs1)c1ccc(-c2cccc([N+](=O)[O-])c2)o1	-12	6	-2	-16	-3	1.1	-16	-7	-0.018
COC(=O)C1=C(N)Oc2cc(C)n(Cc3cccnc3)c(=O)c2C1c1ccc(OC)c(OC)c1OC (stereo not drawn)	-23	4	12	-13	2	0.1	-15	-1	x
CCc1ccc2[nH]c(=O)c(CN(Cc3ccccc3OC)Cc3nnnn3Cc3ccco3)cc2c1	-52	-14	-4	3	-4	0.9	-10[20 µM]	-8	-1.7
C[C@@H]1CN(C(=O)c2nc3ccc(Cl)cn3c2CN2CCc3sccc3C2)C[C@H](C)O1	-24	9	8	3	0	-0.3	-29	-13	-0.25
CCCCOc1cccc(C(=O)NC(=S)Nc2cccc(C(F)(F)F)c2)c1	3	x	9	-5	3	0.9	-5	-1	6.5*
CCC(CC)c1nnc(NC(=O)CCN2C(=O)c3ccccc3C2=O)s1	14	2	25	53*	4	-1.5	-20[20 µM]	27	0.38
CC(C)OCCCN1CN(S(=O)(=O)c2ccccc2)c2nc3ccccc3nc21	-4	5	-13	2	-2	-0.9	-19	-4	0.65
CCc1cccc(C)c1NC(=O)CSc1nc2ccc(N3C(=O)c4ccccc4C3=O)cc2s1	-5	x	7	-9	-11	1.7	-23[20 µM]	-19	-0.035
CCCOc1ccc(C2NC(=O)NC(c3ccccc3)=C2C(C)=O)cc1OCC (stereo not drawn)	14	-1	-2	-8	-17	-1.9	-15[20 µM]	-4	x
N#C/C(=C\c1ccc(-c2ccccc2[N+](=O)[O-])o1)C(=O)N1CCOCC1	21	9	8	13	-3	1.3	-2	0	-0.39
CCN(C(=O)CSc1nc2nc(C)cc(C)n2n1)c1ccccc1	-6	6	14	-17	-9	-0.6	-10	2	1.1
COC(=O)C1=NN(C(C)(C)CC(C)=O)C2C(=O)N(C3CCCCC3)C(=O)C12 (stereo not drawn)	-14	14	4	3	-6	0.8	-15	-4	-0.47

# Bioassay records (PubChem)

# A portion of the library (hit frequency here may not be typical).
